RmlCD inh 1536 – M. tuberculosis RmlC/RmlD inhibition | RmlC+RmlD coupled enzyme assay, percent inhibition; primary screen in compound mixtures | inhibition, % at 3.6 µM | 0.03% of 160,000 active | AID 1533; in the data active = inhibition mostly above about 34%, no sharp cut-off; also: some results filed as inactive read as strong as hits
Target sequence (P9WH09 whole entry, looked up): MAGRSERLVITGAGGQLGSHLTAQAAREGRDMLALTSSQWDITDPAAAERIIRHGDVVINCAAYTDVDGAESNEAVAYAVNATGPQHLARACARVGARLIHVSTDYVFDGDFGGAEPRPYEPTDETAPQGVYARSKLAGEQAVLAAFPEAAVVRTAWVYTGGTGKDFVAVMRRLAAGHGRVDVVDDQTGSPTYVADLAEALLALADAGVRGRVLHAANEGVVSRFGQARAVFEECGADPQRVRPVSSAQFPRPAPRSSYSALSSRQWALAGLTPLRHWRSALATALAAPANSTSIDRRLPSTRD
Target sequence (P9WH11 whole entry, looked up): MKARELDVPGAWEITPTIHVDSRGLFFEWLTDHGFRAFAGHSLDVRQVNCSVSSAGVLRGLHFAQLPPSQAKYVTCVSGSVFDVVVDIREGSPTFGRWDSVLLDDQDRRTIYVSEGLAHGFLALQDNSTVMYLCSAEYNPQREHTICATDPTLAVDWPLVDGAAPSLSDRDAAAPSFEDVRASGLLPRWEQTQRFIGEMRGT
M. tuberculosis GlmU – inhibition of mycobacterial GlmU enzyme – biochemical, glucosamine-1-phosphate acetyltransferase (AID 1376); inhibition, %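 (tested at 30 µM in the primary screen)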; hits with a dose series show IC50 in µM; M. tuberculosis GlmU acetyltransferase enzyme assay; higher % means a stronger effect; 0.25% of 220,000 active; in the data active = inhibition above about 13%;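 also: 0% = complete reaction with vehicle and 100% = reaction without substrate; strong numbers were not always called active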
Active calls of the source: *; x = not tested or not shown; & = joins results of further samples. An excerpt; rates above refer to the full screens.

The first 4 records, to show the layout:
SMILES | RmlCD inh 1536 | M. tuberculosis GlmU
COC(=O)c1oc2c(c1C)C1(CCC2)SCCS1 | x | -1.7%
N#CCCn1cc(/C=N/O)c(-c2ccc(Cl)cc2)n1 | -7.4 | 4.0%
CC(=O)Nc1ccc(/C=N/N2C(=O)NC(C)(c3ccc(OC(F)F)cc3)C2=O)cc1 (centres undefined) | 5.8 | -0.8%
CN1C(=O)c2ccccc2NC(=O)C1Cc1ccccc1 (centres undefined) | -5.9 | 2.0%

All compounds of this part, from the first entry:
SMILES | RmlCD inh 1536 | M. tuberculosis GlmU
COC(=O)c1oc2c(c1C)C1(CCC2)SCCS1 | x | -1.7%
N#CCCn1cc(/C=N/O)c(-c2ccc(Cl)cc2)n1 | -7.4 | 4.0%
CC(=O)Nc1ccc(/C=N/N2C(=O)NC(C)(c3ccc(OC(F)F)cc3)C2=O)cc1 (centres undefined) | 5.8 | -0.8%
CN1C(=O)c2ccccc2NC(=O)C1Cc1ccccc1 (centres undefined) | -5.9 | 2.0%
CCC(=O)NCCn1ccc2ccccc21 | -2.6 | 3.1%
C(=N\Nc1ccccn1)/c1ccc(N2CCOCC2)cc1 | x | 1.3%
O=C(c1cc([N+](=O)[O-])ccc1Cl)N1CCN(c2ccccc2)CC1 | x | 3.9%
CCCC(=O)Nc1ccc(C(=O)N/N=C2\CC(=O)CC(C)(C)C2)cc1 | 9.2 | 0.8%
O=C1COc2ccc(-c3csc(NCCc4ccccc4)n3)cc2N1 | 55.1 | -0.8%
COc1cc(/C=N/NC(=O)CCc2c(C)n[nH]c2C)ccc1O | 6.4 | -1.9%

Some of the entries above, set out differently:
structure,RmlCD inh 1536,M. tuberculosis GlmU
CN1C(=O)c2ccccc2NC(=O)C1Cc1ccccc1 (centres undefined),-5.9,2.0%
CCCC(=O)Nc1ccc(C(=O)N/N=C2\CC(=O)CC(C)(C)C2)cc1,9.2,0.8%

Later entries
SMILES | RmlCD inh 1536 | M. tuberculosis GlmU
O=C(NC(=S)Nc1ncccn1)c1ccccc1Cl | x | -18.1%
CCc1cc2c(SCC(=O)N(C)C3CCS(=O)(=O)C3)ncnc2s1 (centres undefined) | 7.6 | -1.3%
COc1ccc(OCCCC(=O)Nc2cccc(SC)c2)cc1 | 7.7 | -3.3%
CCCC(=O)Nc1ccccc1N1CCN(C(=O)C(C)C)CC1 | x | 2.7%
Cc1ccc(NCc2nnc(SCC(N)=O)o2)c(C)c1 | 7.5 | 1.8%
Cc1ccc(-c2cc(-c3nnc(SCC(=O)N(C)CCC#N)n3N)c3ccccc3n2)cc1 | 10.9 | 6.7%
O=C(c1nc2ccccc2s1)N1CCN(c2ccccn2)CC1 | 4.9 | 0.4%
COc1ccc(N2CCN(C(=O)c3cc(-c4cccs4)nc4ccccc34)CC2)cc1 | -8.9 | 5.4%
CC(C)CC(=O)NNC(=S)Nc1ccc(S(N)(=O)=O)cc1 | 1.8 | -2.6%
COCCNC(=O)C(c1ccc(C)o1)N(Cc1ccc(F)cc1)C(=O)Cn1nnc2ccccc21 (centres undefined) | 0.6 | -3.0%
CCOC(=O)c1cc(C#N)c(C)nc1N(CC)CC | 15.7 | 0.8%
COc1cc(C(=O)OCCN2CCCCC2)ccc1O | x | 1.9%
COc1ccc(C(C(=O)NC(C)(C)C)N(C(=O)Cn2nnc3ccccc32)c2cccc(C(C)=O)c2)cc1O (centres undefined) | -8.6 | 5.1%
COc1cc(NC(=O)CN2c3cccc4cccc(c34)S2(=O)=O)cc(OC)c1OC | -8.1 | 2.5%
O=C1c2ccc(Oc3cccc([N+](=O)[O-])c3)cc2C(=O)N1c1ccccn1 | x | 0.2%
Cc1ccccc1-n1nc(C)c2c(C(=O)NN)cc(-c3ccncc3)nc21 | 10.5 | -5.8%
CCOc1ccc2nc(NC(=O)CSc3nnnn3C3CCCCC3)sc2c1 | -6.9 | -2.1%
COc1ccc(NC(=O)c2sc3nc(-c4cccnc4)ccc3c2N)cc1 | -24.9 | -1.9%
OCCCCNCc1cc(Br)ccc1OCc1ccccc1 | -10.4 | -1.8%
CCN1C(=O)N/C(=C/c2cc(C)n(Cc3ccccc3)c2C)C1=O | x | 11.0%
CCC(C)N(C(=O)Cn1nnc2ccccc21)C(C(=O)Nc1ccc(F)cc1)c1cccc(OC)c1 (centres undefined) | -1.4 | 0.6%
FC(F)Oc1ccc(NC(=S)NCc2nc3ccccc3[nH]2)cc1 | -11.1 | -0.5%
CCCCNC(=O)N1CCN(c2ccccc2OC)CC1 | x | -3.1%
COc1cc(CC2(CCc3ccncc3)C(=O)NC(=O)NC2=O)cc(OC)c1OC | 4.2 | -1.2%
N#Cc1cccc(C(c2nnnn2C2CCCC2)N2CCCCCC2)c1 (centres undefined) | -0.5 | 5.9%
C/C(=N\NC(=O)C1COc2ccccc2O1)c1ccc(Cl)s1 (centres undefined) | x | -0.5%
O=C(C1CCN(S(=O)(=O)N2CCCC2)CC1)N1CCCCC1 | -9.1 | -1.0%
CCC(C)[C@H](NC(=O)NCc1ccco1)C(=O)O (some centres undefined) | 18.4 | 2.9%
O=C(CSc1ncnc2c1sc1ccccc12)Nc1ccc(Br)cc1 | -3.9 | -0.6%
O=C(CSc1ccc(-c2cccs2)nn1)N1CCCCC1 | 6.9 | 0.8%
Cc1cccc(NC(=O)NNC(=O)c2cc(-c3ccccc3Cl)nc3ccccc23)c1 | 7.4 | 1.1%
CC(=O)CCn1c(=O)n(CCC(C)=O)c(=O)n(CCC(C)=O)c1=O | x | -0.2%
COC(=O)c1c(N)n(-c2ccc(NC(C)=O)cc2)c2nc3ccccc3nc12 | x | -0.5%
CC12COC3(C(=O)Nc4ccc([N+](=O)[O-])cc4)CC1CCC32C (centres undefined) | -4.8 | -4.0%
O=C(NCc1ccc2c(c1)OCO2)C1CC(c2ccc(Cl)cc2)=NO1 (centres undefined) | -5.5 | -0.2%
Cc1ccc(C(=O)N(CC(=O)NC2CCCCC2)c2ccccc2F)s1 | 53.0 | 5.9%
Cc1ccc2[nH]c3c(c2c1)CCC3=O | -0.9 | -2.7%
O=C(CNC(=S)NC(=O)c1ccco1)c1ccccc1 | 14.3 | -3.6%
CCC(C)(C)n1nnnc1C(c1cccnc1)N1CCN(c2cccc(C(F)(F)F)c2)CC1 (centres undefined) | 13.0 | -7.0%
COc1ccc(OC)c(C2C(C#N)=C(N)Oc3cc(C)[nH]c(=O)c32)c1 (centres undefined) | 6.2 | x
COc1ccc2c(-c3cccnc3)cc(=O)[nH]c2c1 | 6.8 | -0.1%
CC(C)C(=O)O/N=C1\CCS(=O)(=O)c2sccc21 | 19.8 | -1.6%
CN(CCO)C(=O)CCC(=O)Nc1ccc(S(N)(=O)=O)cc1 | -5.5 | 16.8%
CCc1ccc2c(c1)c1nnc(NN)nc1n2C | 1.9 | 4.3%
CCOC(=O)C1(Cc2cccc(Cl)c2)CCCN(C(=O)c2cccc(C)n2)C1 (centres undefined) | -10.3 | 8.4%
O=C(COC(=O)C1CC1)Nc1ccc2c(c1)OCO2 | -2.5 | -6.5%
NC(=NCCc1ccccc1)NS(=O)(=O)c1ccccc1 | -5.9 | -1.5%
CCC(=O)c1ccc(OCC(O)CN2CCOCC2)cc1 (centres undefined) | 6.4 | 3.3%
CCN(CC)S(=O)(=O)c1ccc(Cl)c(NC(=O)COC(=O)c2c(C)noc2C)c1 | 37.9 | -3.6%
CCCn1c(CCc2ccccc2)nnc1SCC(=O)N1CCOCC1 | x | -6.8%

Complete entries from above:
`COc1ccc(OC)c(C2C(C#N)=C(N)Oc3cc(C)[nH]c(=O)c32)c1` (centres undefined) is entered as RmlCD inh 1536 = 6.2; M. tuberculosis GlmU = x
`CCC(C)N(C(=O)Cn1nnc2ccccc21)C(C(=O)Nc1ccc(F)cc1)c1cccc(OC)c1` (centres undefined) is entered as RmlCD inh 1536 = -1.4; M. tuberculosis GlmU = 0.6%

Next part
SMILES | RmlCD inh 1536 | M. tuberculosis GlmU
Cc1ccc(S(=O)(=O)c2c(C)cc(C)nc2Cl)c(C)c1 | 2.4 | 1.2%
CNc1ncnc(Sc2ccc(Cl)cc2)c1[N+](=O)[O-] | 7.0 | 0.1%
C=COCCNC(=S)N1CCOCCOCCN(C(=S)NCCOC=C)CCOCCOCC1 | -1.7 | 0.4%
Cc1cc(C)n2c(SCC#N)nnc2n1 | 9.3 | -2.3%
Cc1ccc(NC(=O)c2nccnc2C(=O)O)cc1C | 9.4 | 4.5%
O=C(Nc1ccccc1)C1=C[C@@H](C2CC2)C[C@@H](OCCCCO)O1 | x | 1.7%
CCN(CC)C(=O)c1sc(NC(=O)c2cc(-c3ccc(C)s3)nc3ccccc23)c(C(=O)OC)c1C | x | -0.5%
Cc1cc(Nc2ccccc2)c2c([N+](=O)[O-])cc(C)c(C)c2n1 | 7.8 | -7.5%
CCOn1c(=O)c(-c2cccs2)[n+]([O-])c2ccccc21 | 1.2 | -6.2%
CCCCc1ccc(N/C(N)=N/c2nc(C)cc(C)n2)cc1 | x | -4.1%
O=C(CCS(=O)(=O)c1ccc(Br)cc1)N1CCN(Cc2ccccc2)CC1 | -3.9 | 28.0%
COc1ccc(OC)c(CN(CCCN2CCOCC2)S(=O)(=O)c2ccc(NC(C)=O)cc2)c1 | 4.6 | 2.3%
CCOc1ccc(CC(=O)Nc2sc(Cc3ccccc3)c(C)c2C(N)=O)cc1OCC | x | 1.7%
CCCOc1ccc(C(CC(=O)O)NC(=O)CC(c2ccccc2)c2ccccc2)cc1 (centres undefined) | x | -2.1%
O=C(N/C=N/OCc1cccc(C(F)(F)F)c1)N1OC[C@@H]2COc3ccc4ccccc4c3[C@@H]21 | x | -0.2%
CN(C)S(=O)(=O)c1cc(C(=O)NCC2CCCO2)c(Cl)cc1Cl (centres undefined) | 8.0 | -5.2%
O=c1cc2ncc(-n3cc([N+](=O)[O-])cn3)cn2[nH]1 | 7.4 | 1.9%
CN(C)C(=O)CN1CCN(Cc2nc(CC3CC3)no2)CC1 | 3.8 | 3.9%
Cc1cccc(NC(=O)CSc2nnc(-c3ccc(S(=O)(=O)N4CCOCC4)cc3)n2C)c1 | 27.0 | 1.2%
COc1cc(NS(=O)(=O)c2ccc(N=Cc3c(C)[nH]n(-c4ccccc4)c3=O)cc2)nc(OC)n1 | -5.0 | 7.7%
O=C(CCCc1ccccc1)NCCCN1CCOCC1 | 47.3 | 4.8%
O=C(COC(=O)c1ccccc1[N+](=O)[O-])c1ccc(C2CCCCC2)cc1 | 21.3 | -0.9%
CN(C)C(=O)c1ccc(-n2cccn2)nc1 | 6.9 | 5.5%
CCC(C)CN1CCC(CO)(Cc2ccccc2Cl)CC1 (centres undefined) | -13.0 | 2.3%
COc1ccc(N2C(=O)NC(=O)/C(=C\c3ccc([N+](=O)[O-])s3)C2=O)cc1 | 7.7 | 1.0%
Cc1ccccc1-n1c(C)nc2sccc2c1=O | 4.3 | -2.6%
COC(=O)c1cc(=O)n(Cc2ccc(OC)cc2)c(=NCc2ccc(OC)cc2)s1 | -8.3 | -1.6%
CC1CCCN(C(=O)COc2ccc(NC(=O)c3cccs3)cc2)C1 (centres undefined) | -17.2 | -2.5%
Cc1cc(N2CCC(C)CC2)nc(NCc2ccccc2)n1 | x | -3.8%
CCn1c(SCC(=O)Nc2nccs2)nnc1-c1ccc(C)cc1 | x | 2.3%
C/C(=N\NC(=O)c1ccccc1O)C1C(=O)c2ccccc2C1=O | -4.5 | 9.7%
O=[N+]([O-])/C=C1\NCCN1Cc1ccc(Cl)nc1 | -9.3 | -7.0%&6.9%
OC1(c2cccnc2)CCN(Cc2nnnn2C2CCCCC2)CC1 | x | -0.1%
Cc1ccc(-n2nc(C)c3c(C)onc3c2=O)cc1 | -6.4 | -0.2%
CC(NC(=O)c1ccccc1NC(=O)c1ccco1)c1ccccc1 (centres undefined) | 7.8 | -3.3%
O=C1c2ccccc2C(=O)N1CCCc1nc(-c2ccccn2)no1 | x | -1.8%
CCCS(=O)(=O)N1CCCC(C(=O)NCCc2ccc(Cl)cc2)C1 (centres undefined) | -5.4 | 2.6%
CCC(C(=O)Nc1c[nH]c(=O)[nH]c1=O)c1ccccc1 (centres undefined) | -6.9 | 7.3%
CC(C)Nc1nc(NC(C)C)nc(SCC(N)=O)n1 | -3.5 | 3.5%
CC(=N)c1c(O)c2ccccc2oc1=O | 5.1 | -4.8%
CCOc1ncccc1C(=O)N(CC)CC(=O)Nc1ccc(NC(C)=O)cc1 | 6.8 | 0.8%
COc1ccc(C2=NN(C(=O)CSc3ncccn3)C(c3ccc(C)cc3)C2)cc1 (centres undefined) | 10.1 | -7.9%
O=C1CCC(C(=O)Nc2cccc(Oc3ccccc3)c2)=NN1 | -11.0 | -4.2%
Cc1cc(C)c2c(n1)nn1c(NCCCN(C)C)cc(C)nc21 | x | -0.6%
CN(C(=O)c1ccc2nccnc2c1)C1CCCCC1 | 10.2 | 1.9%
COc1ccc(/C(C)=N/Nc2nc3ccccc3nc2C)cc1 | -3.6 | 6.8%
COc1ccc(CNC(=O)C2=C(C)C(=O)OC23CCC(C)CC3)cc1 (centres undefined) | -6.6 | 7.0%
CCN(CC)C(=O)C1CCCN(c2ccc([N+](=O)[O-])cc2[N+](=O)[O-])C1 (centres undefined) | 10.2 | -3.4%
O=C(c1cc(-c2cccnc2)nc2ccccc12)N1CCC2(CC1)OCCO2 | 2.6 | 1.0%
CCn1c2ccccc2c2cc(NC(=O)C/C(C)=N/NC(=O)c3ccccc3N)ccc21 | 6.3 | -6.8%
Further entries follow.
SMILES | RmlCD inh 1536 | M. tuberculosis GlmU
O=C(CN1C(=O)NC2(CCCCCC2)C1=O)Nc1ccc2c(c1)CCC2 | 12.1 | -1.8%
Cc1no[n+]([O-])c1COc1cccc(/C=N/Nc2nncn2N)c1 | -9.7 | 3.4%
C/C(=N/NC(=O)CSCc1ccc(Cl)cc1)c1cccc(NC(=O)c2ccccc2)c1 | x | -3.9%
CCC(=O)N(Cc1cc2cc(OC)ccc2[nH]c1=O)c1cc(C)ccc1C | 3.3 | 5.4%
CCOc1cc(Br)c(C=O)cc1OCC | -5.0 | -1.3%

Screens from PubChem BioAssay.
